Compound activity deposited in PubChem by several laboratories.
NOD2 inhibition: NOD2 signaling inhibitors, cell-based, luminescence, uHTS, HEK293 (AID 1566) | inhibition, % at 4 µM, or EC50 in µM where a hit was titrated | HEK293 NOD2/NF-kB luciferase reporter, luminescence; higher % means a stronger effect | 0.63% of 290,000 active; further: many of its hits are not listed in these tables
KOR beta-arrestin-1: KOR agonists, beta-arrestin recruitment, primary screen, cell-based, luminescence, uHTS (AID 1777); 0.02% of 280,000 active; KOR beta-arrestin recruitment, luminescence; higher % means a stronger effect; activation, % at 10 µM; hits with a dose series show EC50 in µM; Kappa-type opioid receptor (Homo sapiens); in the data active means activation above about 50%, passing the limit was not always enough; further: a part of the inactive calls stands beside numbers as strong as those of hits
PhoP inhibition: inhibitors of PhoP regulon expression, primary screen, Salmonella Typhimurium, GFP reporter (AID 1863). 0.16% of 300,000 active. S. Typhimurium PhoP-regulated promoter GFP reporter, 4 h; higher % means a stronger effect. inhibition, % at 50 µM; hits with a dose series show IC50 in µM;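 active means inhibition over 29.93%, a cutoff 3 SD above the screen mean, later confirmed by dose response; inconclusive means inhibition over 29.93% but no dose response follow-up; inactive means inhibition at most 29.93% or unconfirmed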;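 further: 0% = low Mg2+ inducing control and 100% = high Mg2+ repressing control; strong numbers were not always called active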
Myeloid diff MLP: induction of myeloid progenitor differentiation, primary screen, cell-based, flow cytometry, MLPCN library; ER-HoxA9 myeloid progenitors, lysozyme-GFP differentiation; AID 624256, 2012; calls only at 10 µM; 1% of 360,000 active;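 active means normalized GFP-positive differentiation at or above the plate's own cutoff, the solvent-only control mean plus 3 SD; inconclusive means no clear call, values can overlap the other calls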;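 further: cells exposed to compound for four days before flow analysis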
LYP phosphatase: inhibitors of LYP phosphatase, biochemical, fluorescence intensity, uHTS (AID 1779). Tyrosine-protein phosphatase non-receptor type 22 (Homo sapiens). recombinant LYP phosphatase, fluorescence intensity; higher % means a stronger effect. inhibition, % at 11.5 µM, or IC50 in µM where a hit was titrated. 0.054% of 290,000 active;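 further: plate controls were vehicle with enzyme for no effect and no enzyme for full effect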
KOR beta-arrestin-2: KOR antagonists, beta-arrestin recruitment, cell-based, luminescence, uHTS (AID 1778); inhibition, % at 10 µM; hits with a dose series show IC50 in µM; 0.091% of 290,000 active; KOR beta-arrestin recruitment, luminescence, antagonist mode; higher % means a stronger effect; further: strong numbers were not always called active
NOD1 NF-kB reporter: NOD1 signaling inhibitors, primary screen, cell-based, luminescence, uHTS (AID 1578); NOD1-driven NF-kB luciferase reporter cells, luminescence; higher % means a stronger effect; inhibition, % at 4 µM; hits with a dose series show EC50 in µM; 1% of 290,000 active; in the data active means inhibition mostly above about 36%, no sharp cut-off; inactive means mostly below about 34%;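 further: HEK-293T reporter cells stimulated with the NOD1 agonist gamma-tri-DAP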
HIV fusion peptide: inhibitors of HIV fusion peptide binding, primary screen, biochemical, uHTS, fluorescence dequenching (AID 1986); cell-free peptide binding, fluorescence dequenching, 30 min; higher % means a stronger effect; 0.3% of 290,000 active; inhibition, % at 20 µM; hits with a dose series show IC50 in µM; in the data active means inhibition mostly above about 52%, no sharp cut-off; inactive means mostly below about 76%; further: some results filed as inactive read as strong as hits
SIAH1 antagonists: Siah-1 peptide-binding antagonists, primary screen, biochemical, fluorescence polarization, rhodamine-plectin, uHTS (AID 1817); Siah-1 / rhodamine-plectin peptide fluorescence polarization; higher % means a stronger effect; 0.02% of 290,000 active; E3 ubiquitin-protein ligase SIAH1 (Homo sapiens); one-dose displacement, % at 20 µM; IC50 in µM for titrated hits;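 active means displacement of at least 50% at 20 µM, with a fluorescence ratio check between 0.3 and a set limit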;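 further: plate controls were Siah plus tracer with DMSO for no effect and tracer alone without Siah for full effect; strong numbers were not always called active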
Myeloid diff MLP GFP+ MAC1+ %: second read-out of Myeloid diff MLP, no call of its own (marks repeat the call); GFP+ MAC1+ double positive, %; measured here: differentiation confirmed by MAC1 staining
* marks the source's active call; other numbers are inactive results; i = inactive; u = inconclusive; x = not tested or not shown; + = active, no number; [ ] = dose if it differs, or a comment. Unless noted, no stated cut-off is given here; in the data, active means inhibition above about 50%; inactive means the rest. These rows are one share of the data; rates above refer to the full screens.

SMILES	NOD2 inhibition	KOR beta-arrestin-1	PhoP inhibition	Myeloid diff MLP	Myeloid diff MLP GFP+ MAC1+ %	LYP phosphatase	KOR beta-arrestin-2	NOD1 NF-kB reporter	HIV fusion peptide	SIAH1 antagonists
COC(=O)c1ccc(N2CCN(c3ccccc3)CC2)c(NC(=O)C2CC2)c1	6%	3.4%	-3%	i	0.9	-5%	-15%	11%	-2.9%	-2%
COc1ccc(C(=O)NN=C(Cc2ccccc2)Cc2ccccc2)cc1OC	0%	-0.9%	-10%	i	0.0	-5%	-4%	-11%	-2.8%	1%
Cc1cc(=O)n2c3ccccc3n(CC(O)CN3CCCC3)c2c1C#N (stereo not drawn)	6%	5.0%	-2%	i	1.1	0%	-33%	-2%	-1.7%	2%
CC(Sc1ncnc2c1cnn2-c1ccccc1)C(=O)NCC1CCCO1 (stereo not drawn)	-6%	11%	1%	i	0.9	-6%	7%	-21%	-1.4%	-2%
CCN1CCN(C(c2cccs2)C(C)NC(=O)c2ccccc2)CC1 (stereo not drawn)	22%	1.1%	-4%	i	3.2	-6%	19%	-9%	-0.2%	-5%
Cc1ccc(S(=O)(=O)NCCSCc2ccco2)cc1	8%	-5.4%	-8%	i	0.3	-8%	-13%	-22%	0.4%	6%
COc1cc(/C=C2/NC(=O)N(Cc3ccccc3F)C2=O)ccc1O	-5%	9.3%	-1%	i	0.4	-2%	-1%	-23%	-1.7%	1%
COc1cc(OC)c(C2N(c3ccc(Cl)cc3)C(=O)C3CCCN32)cc1OC (stereo not drawn)	-1%	-7.7%	13%	i	1.6	0%	28%	6%	4.8%	4%
Cc1cnc(N)c2c(=O)oc3ccccc3c12	-12%	-1.1%	5%	i	2.3	-4%	12%	-10%	1.1%	2%
CC1CCN(CCCNC(=O)c2ccc(CS(=O)(=O)Cc3ccccc3F)o2)CC1	8%	-2.4%	3%	i	0.2	-3%	4%	-8%	-1.6%	-5%
CC(Oc1ccc2c(-c3ccccc3)cc(=O)oc2c1)C(=O)NC(Cc1c[nH]c2ccc(O)cc12)C(=O)O (stereo not drawn)	7%	-1.9%	6%	i	2.6	8%	-7%[20 µM]	-9%	19%	-5%
COc1ccc(-n2cccc2/C=C2\C(=N)N3N=C(c4ccco4)SC3=NC2=O)cc1	14%	-2.8%	-4%	i	0.6	10%	-41%	-9%	79%	-3%
COc1cc(CCC(=O)OCC(=O)Nc2ccc(F)c(F)c2)cc(OC)c1OC	-9%	2.5%	2%	i	0.3	-4%	2%	-6%	-1.7%	-3%
CCOc1ccccc1CN1CCNC(=O)C1CC(=O)NCc1cc(C)n(C)n1 (stereo not drawn)	-1%	-2.7%	0%	i	0.2	-3%	20%	-34%	3.0%	0%
CCOC(=O)C1CCN(S(=O)(=O)c2cc(Cl)c(C)cc2OC)CC1	5%	-6.0%	2%	i	0.2	0%	23%	-23%	-1.9%	2%
COc1ccc(CN2CCCC(N3CCc4ccccc4C3)C2)c(O)c1 (stereo not drawn)	-42%	12%	8%	i	0.4	-3%	-31%[20 µM]	-4%	-1.4%	-2%
O=C(NCc1ccccc1Cl)c1cnccn1	4%	1.6%	7%	i	0.7	-10%	-4%	-14%	0.9%	4%
Cc1ccc(C)c(NC(=O)C(=O)NCc2ccccn2)c1	9%	5.1%	29%	i	0.7	-8%	15%	-8%	0.8%	5%
CN1C(=O)c2ccc(NC(=O)c3ccc(Cl)cc3Cl)cc2C1=O	-1%	-1.1%	10%	i	4.0	-14%	-10%	-14%	-1.2%	-2%
COC(=O)c1sccc1N/C=C(\C#N)S(=O)(=O)C(C)(C)C	11%	-4.6%	1%	i	0.7	-2%	22%	-12%	-0.7%	-2%
CCOC(=O)c1ccccc1NC(=O)c1ccc(NS(C)(=O)=O)cc1	20%	0.1%	-7%	i	5.7	2%	-21%	19%	-2.1%	-2%
COc1ccc(NC(=S)N/N=C/c2cccn2Cc2ccc(F)cc2)cc1	-14%	11%	-2%	i	0.6	7%	10%	-6%	-2.9%	-9%
C=CCn1cnc2c(c1=O)c1nc3ccccc3nc1n2/N=C/c1cc(OC)c(OC)c(OC)c1	11%	2.6%	3%	i	1.8	-3%	-59%	-5%	-0.5%	-4%
Cc1ccnc(NC(=O)Cc2c(F)cccc2Cl)c1	3%	-2.8%	6%	i	0.3	-13%	7%	-19%	0.8%	-2%
Cc1cccc(CN2CCc3c(OCC(=O)NCc4ccco4)cccc3C2=O)c1	8%	-0.8%	14%	i	1.7	-2%	22%	-9%	2.3%	-2%

Shown bar-delimited: entries from further up.
molecule | NOD2 inhibition | KOR beta-arrestin-1 | PhoP inhibition | Myeloid diff MLP | Myeloid diff MLP GFP+ MAC1+ % | LYP phosphatase | KOR beta-arrestin-2 | NOD1 NF-kB reporter | HIV fusion peptide | SIAH1 antagonists
CCOC(=O)C1CCN(S(=O)(=O)c2cc(Cl)c(C)cc2OC)CC1 | 5% | -6.0% | 2% | i | 0.2 | 0% | 23% | -23% | -1.9% | 2%
COc1ccc(CN2CCCC(N3CCc4ccccc4C3)C2)c(O)c1 (stereo not drawn) | -42% | 12% | 8% | i | 0.4 | -3% | -31%[20 µM] | -4% | -1.4% | -2%
O=C(NCc1ccccc1Cl)c1cnccn1 | 4% | 1.6% | 7% | i | 0.7 | -10% | -4% | -14% | 0.9% | 4%
Cc1ccc(C)c(NC(=O)C(=O)NCc2ccccn2)c1 | 9% | 5.1% | 29% | i | 0.7 | -8% | 15% | -8% | 0.8% | 5%
CN1C(=O)c2ccc(NC(=O)c3ccc(Cl)cc3Cl)cc2C1=O | -1% | -1.1% | 10% | i | 4.0 | -14% | -10% | -14% | -1.2% | -2%

The main list resumes, repeating the three entries before the break.
SMILES	NOD2 inhibition	KOR beta-arrestin-1	PhoP inhibition	Myeloid diff MLP	Myeloid diff MLP GFP+ MAC1+ %	LYP phosphatase	KOR beta-arrestin-2	NOD1 NF-kB reporter	HIV fusion peptide	SIAH1 antagonists
C=CCn1cnc2c(c1=O)c1nc3ccccc3nc1n2/N=C/c1cc(OC)c(OC)c(OC)c1	11%	2.6%	3%	i	1.8	-3%	-59%	-5%	-0.5%	-4%
Cc1ccnc(NC(=O)Cc2c(F)cccc2Cl)c1	3%	-2.8%	6%	i	0.3	-13%	7%	-19%	0.8%	-2%
Cc1cccc(CN2CCc3c(OCC(=O)NCc4ccco4)cccc3C2=O)c1	8%	-0.8%	14%	i	1.7	-2%	22%	-9%	2.3%	-2%
CCC(=O)Nc1nc2cc(OC)ccc2s1	6%	-2.7%	9%	i	1.5	-3%	7%	-47%	-2.1%	1%
Cc1ccc(C(=O)Cn2nnc3ccccc32)cc1[N+](=O)[O-]	-5%	0.4%	-6%	i	0.6	-6%	26%	-11%	-0.8%	12%
COc1cc(C2C(C(=O)c3ccc(C)o3)=C(O)C(=O)N2CCCn2ccnc2)cc(OC)c1OC (stereo not drawn)	-5%	2.8%	-1%	i	0.9	-6%	-20%	-24%	0.3%	8%
NC(CCCCCP(=O)(c1ccccc1)c1ccccc1)C(=O)O (stereo not drawn)	20%	0.1%	0%	x	x	-11%	-3%	-1%	-0.9%	3%
CCOC(=O)N1CCN(C(=O)CN(CC)S(=O)(=O)c2cc(C)ccc2OC)CC1	-4%	0.9%	4%	i	0.7	-7%	-28%	-38%	-0.4%	1%
Cc1cc2n(c(=O)c1C#N)CCCN2c1ccccc1	15%	-6.0%	1%	i	1.0	0%	12%	-13%	3.1%	5%
O=C(N1CCN(c2ccccc2)CC1)C1(S(=O)(=O)c2ccc(Cl)cc2)CC1	20%	-0.8%	3%	+	5.2*	-11%	-6%	-24%	-0.9%	11%
CC(NC(=O)C1CCCN1C(=O)OCc1ccccc1)c1ccccc1 (stereo not drawn)	10%	-1.5%	2%	i	0.2	-4%	0%	-28%	-1.0%	0%
O=C(Nc1nc(-c2ccc(Cl)cc2Cl)cs1)C1CCCO1 (stereo not drawn)	-39%	-1.0%	-3%	i	0.5	2%	-38%	-16%	0.1%	4%
c1ccc(-n2ncc3c(N4CCC5(CC4)OCCO5)ncnc32)cc1	-66%	-3.0%	-3%	i	0.4	2%	-26%	-67%	0.4%	-1%
Cc1ccccc1/C=C/c1cc[n+](C)cc1	19%	4.8%	-2%	u	x	-9%	-18%	14%	-1.0%	1%
CCCSc1nc(O)c(C(c2ccc(OC)c(O)c2)c2c(O)nc(SCCC)n(C)c2=O)c(=O)n1C	-4%	0.1%	-12%	i	0.0	2%	-17%	-23%	6.1%	0%
CCSc1nc(C)nc2c1oc1ccccc12	6%	-5.2%	-9%	i	0.6	-2%	-18%	-9%	-3.1%	-4%
COc1cccc(Cl)c1NC(=O)N1CCN(c2ccnc3cc(Cl)ccc23)CC1	0%	-3.6%	-2%	i	0.6	2%	-5%	3%	0.1%	2%
COc1cccc(-c2nc(CS(=O)(=O)CC(=O)NCCc3ccc(OC)cc3OC)c(C)o2)c1	19%	7.6%	-8%	i	5.7	-7%	-21%	18%	0.4%	-2%
Cc1ccc(S(=O)(=O)N2CCN(C(=O)CSc3nc4ccccc4o3)C2)cc1	-3%	3.1%	5%	i	0.5	1%	7%	-14%	1.3%	5%
COc1ccc(C(CC(=O)O)NC(=O)c2ccccc2[N+](=O)[O-])cc1 (stereo not drawn)	-10%	1.3%	-4%	i	2.4	4%	4%	-12%	0.6%	-3%
O=C1CC(N2CCN(C3CC(=O)N(CCc4ccccc4)C3=O)CC2)C(=O)N1CCc1ccccc1 (stereo not drawn)	10%	-3.6%	3%	i	2.8	-1%	17%	-16%	-1.5%	0%
Cc1cccc(Cc2c(C)nc3c(C(=O)NCc4ccco4)cnn3c2C)c1	21%	-4.8%	-3%	+	8.8*	-11%	-19%	25%	-2.5%	-4%
